# CCT modulator: modulators of cytosolic chaperonin (CCT/TRiC) activity | purified chaperonin ATPase assay, HTRF ADP detection, 30 min | activity change, % (no concentration beside the values), hits read low | actives 0.3% (n = 360,000) | AID 651819; in the data active = activity change below about -30%; also: % is scaled to controls: 0 for no effect and ±100 for the full control effect
#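 First, chaperonin was dispensed at 40 nM or 20 nM final depending on batch activity. Next, compounds were pinned at 76 uM and ATP added at 10 uM. After 30 min at 37 °C, ADP detection reagents ran 30 min at ambient temperature.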
# MmCpn inh: blocks the Methanococcus maripaludis chaperonin Mm-Cpn. purified Mm-Cpn ATPase, ADP Transcreener TR-FRET. Potency, µM (highest dose often 76.9 µM), for the others: at the top dose activity, negative = inhibition, actives largely listed as inhibitors. actives 0.031% (n = 330,000). AID 504842; also: potency is read from the fitted curve at half-maximal effect; % is scaled to controls: 0 for no effect and ±100 for the full control effect; nearly all actives have a fitted effect of over 80% in size
#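 Purified archaeal chaperonin (25 nM final) was preincubated with compound for 10 min at 37°C, then ATP (10 uM final) was added for 30 min at 37°C in Tris pH 7.4/KCl/MgCl2/DTT buffer. ADP was quantified by HTRF Transcreener TR-FRET.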
# pAkt inh: Akt phosphorylation inhibition | Neuro2A IGF-stimulated pAkt S473 HTRF, 20 min; active compounds read low | activity change, % for hits at 50 µM | actives 0.32% (n = 360,000); in the data active = activity change below about -80%; inconclusive = mostly about -51% to -80%; also: % is scaled to controls: 0 for no effect and ±100 for the full control effect
#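 Neuro2A cells in DMEM with 0.5% FBS, overnight at 37 deg C, given compound at single 50 µM final, then IGF (6 nM final) for 20 min at 37 deg C. Lysed; phospho-Akt Ser473 by HTRF after 24 h, 665/615 ratio.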
# Abeta rescue: compounds reversing amyloid beta toxicity in yeast; yeast expressing A-beta42, growth rescue, OD600, 48 h; response scale: 0% DMSO, 100% iron-clioquinol control; Potency, µM (titrated, usually from 46.1 µM), without a hit: top-dose growth rescue, most hits filed as activators; actives 0.063% (n = 410,000); also: potency is read from the fitted curve at half-maximal effect; nearly all actives have a fitted effect of over 55% in size
#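 Growth rescue measured by 600 nm absorbance after 48 h yeast culture at 30 C with compound. Values normalized between DMSO and an equimolar ferric chloride plus clioquinol control.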
# TGFb SMAD3 inh: blocks TGF-b signaling; HepG2 CAGA-GFP TGF-b/SMAD3 reporter, GFP fluorescence, 18 h; TGF-beta stimulated, 500 pg/mL final; Potency, µM (titrated, usually from 46.1 µM), inactives show top-dose activity, negative = inhibition, usual class: inhibitors; actives 1.2% (n = 410,000); AID 588855; also: potency is read from the fitted curve at half-maximal effect; % is scaled to controls: 0 for no effect and ±100 for the full control effect; nearly all actives have a fitted effect of over 65% in size
#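 Read-out: total well GFP (ex488/em500-530) summed from mean per-cell fluorescence. Cells: HEPG2 CAGA-GFP, 1% FBS DMEM, 18 h at 37 degrees C with 500 pg/mL final TGF-beta. Unstimulated wells served as the full-inhibition control; stimulated DMSO wells = 0%.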
# HepG2 viability: HepG2 cytotoxicity, counter-screen for TGF-b inhibitors; HepG2 CAGA-GFP viability, ATP luminescence, 18 h; Potency, µM (series often up to 46.1 µM), for inactives: at the top dose activity change, negative = cytotoxicity, hits mostly cytotoxic; actives 0.76% (n = 410,000); AID 588856; also: potency is read from the fitted curve at half-maximal effect; some results filed as inactive show a strong effect at the top dose
#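 HepG2 CAGA-GFP cells (1000/well, DMEM with 1% FBS) received compound, then TGF-beta at 500 pg/mL final, and were incubated 18 hours at 37 degrees C. Viability was read by CellTiter-Glo luminescence. Media-only wells were set as complete cell-killing and DMSO as no toxicity.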
# Nrf2 activator: Nrf2 pathway activation; AREc32 ARE-luciferase reporter (MCF7-derived line), luminescence, 24 h; Potency, µM (titrated, usually from 46.1 µM), for inactives: at the highest dose activation, hits mostly activators; actives 0.31% (n = 410,000); also: potency is read from the fitted curve at half-maximal effect; % of control where 0% means no effect; nearly all actives have a fitted effect of over 65% in size
#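 Nrf2 activation is followed as ARE-luciferase induction in the AREc32 line after one day of compound treatment; luminescence is read with Steady-Glo.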
# Nrf2 inh: blocks Nrf2 signaling | A549 ARE-Fluc reporter, luciferase luminescence, 18-24 h | Potency, µM (series often up to 46 µM), without a hit: at the top dose activity change, negative = inhibition, hits mostly inhibitors | actives 2.1% (n = 360,000) | AID 504444; also: potency is read from the fitted curve at half-maximal effect; % is scaled to controls: 0 for no effect and ±100 for the full control effect; nearly all actives have a fitted effect of over 60% in size
#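 Reporter: ARE-Fluc in A549. Exposure: 18-24 h, 37 °C, 5% CO2, 5% FBS OPTI-MEM. Readouts: fluorescent cytotoxicity (CellTiter-Fluor), then luminescent Nrf2 signal after BugLite.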
# A549 viability: counter-screen for Nrf2 inhibitors: cytotoxicity in A549 cells. actives 0.16% (n = 390,000). A549 ARE-Fluc cells, CellTiter-Fluor viability, 18-24 h. Potency, µM (highest dose often 46 µM), inactives show at the highest dose activity change, negative = cytotoxicity, most hits filed as inhibitors; also: potency is read from the fitted curve at half-maximal effect; % is scaled to controls: 0 for no effect and ±100 for the full control effect
#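 A549 ARE-Fluc cells in 5% FBS OPTI-MEM, 5000 cells/well, rested 2 h then exposed to compounds in concentration-response for 18-24 h at 37 °C. Viability by CellTiter-Fluor fluorescence (Ex 405/Em 525) after 30 min; luciferase luminescence (BugLite, 15 min, RT) read afterwards.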
# An asterisk follows results filed as active; i = inactive; u = inconclusive; x = no result given; [ ] = another dose, or the depositor's remark. Unless noted, calls follow the shape of the dose curve; as a rule, active = well fitted curve in the direction sought with a large enough effect; inconclusive = small, poorly fitted or top-dose-only effect, or another doubt; inactive = no such curve, though single readings can be large; an effect the other way counts as inactive or inconclusive. Hits appear at their usual frequency. About 4.3% of those tested had a hit in this group.
SMILES,CCT modulator,MmCpn inh,pAkt inh,Abeta rescue,TGFb SMAD3 inh,HepG2 viability,Nrf2 activator,Nrf2 inh,A549 viability
COc1ccc(N(C)S(=O)(=O)c2cccc3cccnc23)c(OC)c1,1.3,2%,i,4%,u,-2%,-0.2%,-11%,-14%
COc1ccc(N=CC2=C(O)CC(C)(C)CC2=O)cc1,0.2,2%,i,-8%,0%,-7%,4.5%,x,-5%
COc1ccc(C)cc1Nc1n[n+](C)c(-c2ccc(O)cc2O)s1,-0.8,0%,i,-21%,u,1%,-0.8%,2%,0%
CCc1ccc(NC(=O)CSc2nnc(CNC(=O)c3ccc(OC)cc3)o2)cc1,-1.5,1%,i,4%,-2%,-12%,-0.8%,8%,0%
O=C1C2CCCN2C(=O)N1CCCCN1CCN(c2cccc(C(F)(F)F)c2)CC1 (centres undefined),-1.4,-2%,i,2%,-9%,-3%,-0.6%,-4%,9%
CCOC(=O)c1nnn(-c2nonc2N)c1-c1ccc(OC)cc1,-0.2,-6%,-110%*,12%,0%,-5%,-0.1%,x,10%
CC1CCN(S(=O)(=O)c2cccc(-c3cn4cc(Cl)ccc4n3)c2)CC1,-2.6,-9%,i,0%,0%,6%,-0.2%,-3%,-5%
COc1ccc(-n2nc(C(=O)NCC(=O)Nc3cc(OC)c(OC)c(OC)c3)c3ccccc3c2=O)cc1OC,1.5,-17%,i,10%,15%,-6%,0.2%,-18%,-3%
O=C(CC1SC(N2CCCC2)=NC1=O)Nc1ccc(C(=O)N2CCCC(C(F)(F)F)C2)cc1 (centres undefined),-4.5,0%,i,10%,-2%,0%,-0.6%,-4%,1%
C[C@H]1C(=O)N(C)CCN1C(=O)c1ccc(OC2CCN(CCc3ccccc3)CC2)cc1,0.4,x,i,2%,-5%,0%,0.2%,x,x
CC(NC(=O)/C=C/c1ccccc1[N+](=O)[O-])C1CC2CCC1C2 (centres undefined),-0.7,2%,i,0%,16%,7%,0.2%,-7%,0%
Cn1c(Cc2cccs2)nnc1SC/C=C/c1ccccc1,-1.1,0%,i,-5%,7%,-25%,-0.6%,4%,-3%
COc1ccc(C(=O)Nc2ccc(S(=O)(=O)N3CCCCC3)cc2)cc1,-0.2,1%,i,13%,-2%,-17%,0.0%,u,-14%
COc1ccc(/C=N/N(c2ccccc2)c2ccccc2)cc1O,1.1,-1%,i,25%,u,-61%,3.2%,-2%,-1%
COC(=O)c1cc(OC)c(OC)cc1NC(=O)Cc1cccs1,-5.3,-7%,i,-14%,10%,-9%,-0.1%,10%,0%
O=C(/C=N/O)NCCCN1CCOCC1,-0.2,4%,i,-6%,u,8%,0.2%,u,-1%
Cc1cc(OCC(=O)NNC(=O)c2ccncc2)cc(C)c1Cl,0.7,-4%,i,3%,-2%,-3%,-0.7%,1%,1%
COc1ccc(OCC(=O)Nc2c(C(=O)N(CCN(C)C)Cc3ccco3)oc3ccccc23)cc1,2.9,0%,i,1%,22µM*,-51%,0.4%,-14%,0%
OCC1CCCCN1CC(O)COC(c1ccc(F)cc1)c1ccc(F)cc1 (centres undefined),0.5,u,i,5%,8%,-23%,-0.7%,-18%,0%
NC(=O)c1ccc(-n2nnnc2SCC(=O)Nc2ccccc2F)cc1,-3.4,-4%,i,-15%,9%,-6%,-1.0%,-9%,8%
O=C(Nc1ccc(C(=O)N2CCCCC2)cc1)C1CCCCC1,-0.6,2%,i,12%,-1%,1%,-0.5%,3%,-15%
O=c1[nH]c(CNCc2cccnc2)nc2ccccc12,-7.0,-3%,i,1%,2%,2%,2.4%,-7%,4%
COc1ccccc1N=Cc1c(O)c2ccccc2oc1=O,-7.8,-1%,i,12%,-5%,7%,0.4%,-10%,-9%
CCn1cc2nc(SCC(=O)Nc3ccc(OC)c(Cl)c3)n(Cc3ccc(OC)cc3)c(=O)c2n1,x,x,x,-13%,-4%,-2%,-0.3%,3%,-1%
CC1CN(Cc2ccccc2)C(=S)N(c2ccccc2)C1=O (centres undefined),-1.0,x,i,-3%,-6%,15%,-0.1%,-1%,9%
N#CC1=C(N)OC(c2ccccc2)=C(C#N)C1c1ccc2c(c1)OCO2 (centres undefined),-0.9,0%,i,-91%[inhibitor],-19%,-16%,0.8%,5%,u
Cc1ccc(-c2cc(C(=O)NCCCN3CCOCC3)c3ccccc3n2)cc1,1.1,0%,i,5%,-4%,-8%,4.1%,8%,2%
O=C(/C=C/c1ccco1)N1CCc2ccccc21,1.7,1%,i,-12%,u,-63%,u,u,0%
O=C1c2ccc(-c3ccc(F)cc3OCc3ccccc3)cc2S(=O)(=O)c2cccc(C(=O)N3CCCC3)c21,-1.5,-3%,i,-2%,-19%,-1%,4.5%,u,-8%
CN1C(=O)/C(=C/c2ccco2)SC1=Nc1cccc(C(=O)O)c1,-2.1,-5%,i,-2%,0%,4%,5.2%,-25%,-6%

# Profiles, quoted from the list. Order of values: CCT modulator	MmCpn inh	pAkt inh	Abeta rescue	TGFb SMAD3 inh	HepG2 viability	Nrf2 activator	Nrf2 inh	A549 viability
# Results for Cc1ccc(-c2cc(C(=O)NCCCN3CCOCC3)c3ccccc3n2)cc1 → 1.1	0%	i	5%	-4%	-8%	4.1%	8%	2%
# Results for O=c1[nH]c(CNCc2cccnc2)nc2ccccc12 → -7.0	-3%	i	1%	2%	2%	2.4%	-7%	4%

# New compounds follow
SMILES,CCT modulator,MmCpn inh,pAkt inh,Abeta rescue,TGFb SMAD3 inh,HepG2 viability,Nrf2 activator,Nrf2 inh,A549 viability
COc1ccc(-n2c(-c3ccc(Br)cc3)c[n+]3c2CCC3)cc1,-1.7,-3%,i,2%,8%,0%,-0.6%,4.6µM*,-13%
O=S(=O)(c1ccc(Cl)nc1)N1CCCc2ccccc21,1.1,1%,i,-7%,-21%,4%,0.5%,1%,-1%
Cn1c(=O)oc2cc(S(=O)(=O)NC3CCN(Cc4ccccc4)CC3)ccc21,-2.7,0%,i,-8%,-1%,1%,-0.8%,u,-2%
COc1cc(/C=C2\SC(c3ccc(C)cc3)=NC2=O)cc(OC)c1OC,-64*,-1%,i,10%,2%,-1%,-0.2%,1%,5%
COCCNC(=O)C1CCN(Cc2cc3ccccc3n2Cc2ccc(C)cc2)CC1,x,x,x,-9%,u,-47%,8.7%,x,2%
CCC(C)(C(=O)NC1CCCC1)N(Cc1cccs1)C(C)=O (centres undefined),-0.1,1%,i,5%,3%,3%,-1.2%,0%,-4%
CC(C)C(NC(=O)Cc1ccccc1)C(=O)N1CCN(c2cccc(Cl)c2)CC1 (centres undefined),0.0,-2%,i,15%,u,-31%,-0.5%,u,-4%
Cc1ccc(N2CS(=O)(=O)/C(=C/N(C)C)C2=O)cc1,-2.5,2%,i,14%,-28%,2%,0.1%,u,17%
O=S(=O)(c1ccccc1)C(/C=N\O)/C=C/c1ccccc1 (centres undefined),-0.1,-1%,i,-15%,-29%,4%,20%,15%,4%
S=c1[nH]nc(-c2ccncc2)n1/N=C/c1cn(-c2ccccc2)nc1-c1ccccc1,0.7,-1%,i,-4%,-1%,7%,6.0%,u,24%
O=C(N=C1SC2CS(=O)(=O)CC2N1c1ccc(F)cc1)C1CCCCC1 (centres undefined),-1.6,0%,i,22%,-13%,-21%,-0.8%,8%,2%
O=C1C(=O)N(CCCN2CCOCC2)C(c2ccc(Cl)cc2)/C1=C(\O)c1ccc2c(c1)OCCO2 (centres undefined),-0.1,0%,i,5%,-3%,-2%,0.2%,2%,1%
CCN(C(=O)CN1C(=O)S/C(=C\c2ccc(Cl)cc2)C1=O)C1CCS(=O)(=O)C1 (centres undefined),-2.5,-1%,i,9%,0%,-7%,-0.3%,-6%,-6%
O=C(CS(=O)(=O)c1cn(CC(=O)N2CCOCC2)c2ccccc12)Nc1ccccc1F,-0.7,-4%,i,1%,-1%,-10%,-0.7%,-21%,-17%
CCOc1cc(S(=O)(=O)n2nc(C)cc2C)ccc1F,-2.1,0%,i,-3%,-11%,-22%,-0.4%,1%,x
COC(=O)C(C)Sc1nnc(SC(C)C(=O)OC)s1 (centres undefined),-1.4,0%,i,-1%,0%,5%,3.6%,5%,-2%
COc1ccc(NC(=O)c2c3c(nc4ccccc24)CCC3)cc1S(=O)(=O)N1CCOCC1,0.9,0%,i,12%,u,-6%,0.2%,13%,0%
CCC1(c2ccc(F)cc2)NC(=O)N(CC(=O)c2cc(C)n(C3CC3)c2C)C1=O (centres undefined),-3.8,-3%,i,19%,2%,2%,3.0%,-22%,-2%
CC(Sc1nnc2n1CCCCC2)C(=O)Nc1ccccc1[N+](=O)[O-] (centres undefined),1.6,-6%,i,-1%,-1%,-6%,0.4%,8%,-16%
Cc1ccc(C(C)c2c(C)c([N+](=O)[O-])cc(C)c2[N+](=O)[O-])cn1 (centres undefined),-3.6,-1%,i,5%,-26%,8%,4.7%,-11%,1%
CC(=O)c1ccc(OC(C)C)c(CSc2nc(O)cc(=O)[nH]2)c1,-3.7,-9%,i,0%,-3%,-19%,0.1%,10%,-2%
O=S(=O)(NCc1cccs1)c1ccc(Cl)s1,-5.0,1%,i,3%,-8%,-11%,-0.3%,10%,3%
O=C(CNc1cccc(S(=O)(=O)N2CCOCC2)c1)Nc1cccc(Br)c1,1.9,-1%,i,-4%,-16%,-3%,2.2%,u,0%
Nc1cc(F)ccc1N1CCCCCC1,-1.2,2%,i,13%,0%,0%,-0.3%,0%,2%

# Bioassay records deposited in PubChem BioAssay by National Center for Advancing Translational Sciences (NCATS).
